N370S GC mod – inhibits or activates N370S mutant glucocerebrosidase | P04062 | N370S GC spleen homogenate, 4MU-glucoside fluorescence | Potency, µM (top dose mostly 59.4 µM), without a hit: top-dose activity change, negative = inhibition, actives largely listed as inhibitors | hit rate 0.092% among 330,000;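 further: 0% = full enzyme activity and -100% = no enzyme basal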
DT40 TDP1 no CPT – qHTS for Inhibitors of human tyrosyl-DNA phosphodiesterase 1 (TDP1): qHTS in cells in absence of CPT; DT40 Tdp1-/- hTDP1 cells, no CPT, ATP luminescence, 48 h; Potency, µM (series often up to 46.2 µM), for the others: top-dose activity change, negative = growth inhibition, usual class: inhibitors; hit rate 15% among 420,000; further: nearly all actives have a fitted effect of over 55% in size
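Readout: luminescence from CellTiter-Glo after 30 min in the dark at RT. Cells: DT40 Tdp1-/- with stable hTDP1, 400/well. Exposure: compounds alone, ≥48 hr, 37 °C.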
TDP1 block – TDP1 (human) enzyme inhibition; Q9NUW8; Potency, µM (highest dose often 130 µM), inactives show at the top dose activity change, negative = inhibition, most hits filed as inhibitors; hit rate 0.28% among 350,000; recombinant TDP1, AlphaScreen DNA substrate cleavage; further: nearly all actives have a fitted effect of over 40% in size
Target sequence (Q9NUW8 whole entry, looked up): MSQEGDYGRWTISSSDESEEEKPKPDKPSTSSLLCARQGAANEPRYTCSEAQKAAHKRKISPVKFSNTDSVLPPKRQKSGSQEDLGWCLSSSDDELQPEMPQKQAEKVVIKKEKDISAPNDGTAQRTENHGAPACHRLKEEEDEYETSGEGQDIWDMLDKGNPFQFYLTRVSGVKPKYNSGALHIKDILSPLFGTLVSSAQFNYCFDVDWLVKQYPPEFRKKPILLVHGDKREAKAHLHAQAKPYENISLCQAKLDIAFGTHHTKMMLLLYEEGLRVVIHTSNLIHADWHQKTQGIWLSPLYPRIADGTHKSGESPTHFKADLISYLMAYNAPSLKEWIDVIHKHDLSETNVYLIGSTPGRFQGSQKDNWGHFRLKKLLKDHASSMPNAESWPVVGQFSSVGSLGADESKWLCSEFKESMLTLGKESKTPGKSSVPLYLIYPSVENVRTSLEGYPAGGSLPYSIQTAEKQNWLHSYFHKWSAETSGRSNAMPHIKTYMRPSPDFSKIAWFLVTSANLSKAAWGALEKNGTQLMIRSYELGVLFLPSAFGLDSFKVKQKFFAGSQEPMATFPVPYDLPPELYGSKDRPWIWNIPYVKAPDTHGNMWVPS
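AlphaScreen read-out: signal falls as enzyme removes the 3' tyrosine-FITC from a 5'-biotinylated DNA oligo (15 nM, 5 min, RT). Enzyme was E. coli-made recombinant Tdp1 at 1 nM, exposed to compound for 15 min beforehand; beads 10 ug/ml, 10 min.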
Active calls of the source: *; ? = inconclusive; . = not tested or not shown; & = joins results of further samples; [ ] = dose if it differs, or a comment. The call rests on the fitted dose curve; in most records, active means well fitted curve in the direction sought with a large enough effect; inconclusive means small, poorly fitted or top-dose-only effect, or another doubt; inactive means no such curve, though single readings can be large; an effect the other way counts as inactive or inconclusive. Unless noted, on the % scale 0 is the no-effect control and ±100 the full control effect; potency means the concentration at half of the fitted maximal effect.

SMILES | N370S GC mod | DT40 TDP1 no CPT | TDP1 block
Cc1ccccc1N1CCN(C2CCCN(C(=O)CCN3CCCCC3=O)C2)CC1 (configuration not stated) | -15% | 25% | 0%
COc1cccc(NC(=O)CN(C)CC(=O)NCc2ccco2)c1 | . | -7% | 1%
C=CCOc1ccc(CNc2nn[nH]n2)cc1 | -5% | 7% | 4%
Cc1cccnc1NC(=O)c1ccc(S(=O)(=O)N2CC(C)OC(C)C2)cc1 (configuration not stated) | 6% | ? | 2%
CC1CN(C(=O)CS(=O)(=O)Cc2ccc(Cl)cc2)CC(C)O1 (configuration not stated) | -11% | 2% | 0%
COc1ccccc1-n1cc(C(=O)NCC(=O)N2CCN(c3ccccc3)CC2)c2ccccc2c1=O | -2% | ? | 3%
CC1CC(C)(C)CC2(C1)NC(=S)N(c1ccccc1)N2 (configuration not stated) | 1% | ? | 9%
Cc1cccc(Nc2ncc3c(n2)CC(c2ccco2)CC3=O)c1 (configuration not stated) | 3% | 21µM* | -5%
CS(=O)(=O)Nc1ccc(C(=O)NC2CCCCC2)cc1 | 5% | 0% | 0%
COc1ccc(C(=O)COC(=O)c2cc(S(=O)(=O)NCc3ccccc3)ccc2O)cc1 | -15% | ? | 4%
CCOc1ccc(C(C(=O)NCC2CCCO2)N(C(=O)c2snc(C(N)=O)c2N)c2cccc(F)c2)cc1 (configuration not stated) | ? | ? | .
CC(C)(C)N(Cc1ccccc1)C(=O)CSc1nc2ccccc2c(=O)[nH]1 | -13% | 1% | 5%

Next section (five carried over from the part before).
SMILES | N370S GC mod | DT40 TDP1 no CPT | TDP1 block
Cc1cccc(Nc2ncc3c(n2)CC(c2ccco2)CC3=O)c1 (configuration not stated) | 3% | 21µM* | -5%
CS(=O)(=O)Nc1ccc(C(=O)NC2CCCCC2)cc1 | 5% | 0% | 0%
COc1ccc(C(=O)COC(=O)c2cc(S(=O)(=O)NCc3ccccc3)ccc2O)cc1 | -15% | ? | 4%
CCOc1ccc(C(C(=O)NCC2CCCO2)N(C(=O)c2snc(C(N)=O)c2N)c2cccc(F)c2)cc1 (configuration not stated) | ? | ? | .
CC(C)(C)N(Cc1ccccc1)C(=O)CSc1nc2ccccc2c(=O)[nH]1 | -13% | 1% | 5%
CCOc1ccc(C(=O)Nc2ccc3nc(Nc4cccc(C(F)(F)F)c4)cc(C)c3c2)cc1OCC | . | 5.2µM* | 10%
Cc1cc(=O)[nH]c2c1c(C)nn2C1CCCCC1 | -13% | -7% | -2%
CCCC(C(=O)NC(C)(C)C)N(Cc1ccccc1Cl)C(=O)c1snc(C(N)=O)c1N (configuration not stated) | ? | ? | .
COc1ccccc1CNC(=O)C1CCN(S(=O)(=O)N2CCCCC2)CC1 | 1% | -14% | 0%
Cc1cccc(C)c1NC(=O)CNC(=O)Cc1c[nH]c2ccccc12 | -3% | -10% | .
CCc1c(C(=O)NCc2cnn(C)c2)csc1C | 5% | 4% | 3%
COc1cccc(/C(O)=C2\C(=O)C(=O)N(c3ccccn3)C2c2cccc(OC)c2OC)c1 (configuration not stated) | -2% | -9% | 0%
C=CCNC(=O)c1ccc(C)c(Br)c1 | 4% | -20% | 3%
Cc1n[nH]c(C)c1N1C(=O)c2cccc3c(N4CCCCCC4)ccc(c23)C1=O | -9% | 23µM* | 3%
COc1ccc(NC(=S)N2CCC(C(O)(c3ccccc3)c3ccccc3)CC2)cc1 | -6% | -2% | 3%
COc1cc(CSC)nc(-c2ccccc2)n1 | 17% | -9% | -1%
O=C(CNC(=O)c1ccccc1)OCc1ccc([N+](=O)[O-])cc1 | 3% | -11% | 0%
CCc1ccccc1NC(=O)COc1ccc(N2CC(C(N)=O)CC2=O)cc1 (configuration not stated) | -22% | -19% | -18%
CCOC(=O)c1ccc(CNC(=O)Cn2nnc(-c3ccc(C)cc3)n2)o1 | 10% | -10% | 2%
Nn1c(=S)[nH]nc(Cc2ccc(O)cc2)c1=O | -24% | -1% | .
Cc1ccc(C(CNC(=O)c2ccc(Br)o2)N2CCN(C)CC2)cc1 (configuration not stated) | -7% | -24% | .
Cc1ccc(NC(=O)CCN2C(=O)CSC2=O)c(C)c1 | -2% | -3% | 5%
O=C(Cn1c(-c2ccccc2)c[n+]2ccsc12)c1ccc(Br)cc1 | -3% | 3.3µM* | 5%
Cc1ccc2c(c1)c1c(n2CC(O)Cn2c(C)nc3ccccc32)C(=O)CCC1 (configuration not stated) | -8% | 18µM* | 9%
CCCCn1c(N)c(N(CC(C)C)C(=O)c2cccc(OCc3ccccc3)c2)c(=O)[nH]c1=O | -7% | ? | .
C=CCn1c(O)c(C2=c3ccccc3=NC2=O)c2ccccc21 | 26% | 4.1µM* | .
COC(=O)CCN(C1CCCCC1)S(=O)(=O)c1ccc(S(=O)(=O)NC2CCCCC2)cc1 | 3% | ? | 0%
O=[N+]([O-])c1cc(S(=O)(=O)NCCCN2CCOCC2)ccc1Cl | -8% | -18% | -1%
CCC(CC)NCc1ccc(OC)cc1OC | 3% | -13% | 1%

Entries of single compounds from above. Values in the order: N370S GC mod, DT40 TDP1 no CPT, TDP1 block
Entry for Nn1c(=S)[nH]nc(Cc2ccc(O)cc2)c1=O → -24%, -1%, .
Entry for O=[N+]([O-])c1cc(S(=O)(=O)NCCCN2CCOCC2)ccc1Cl → -8%, -18%, -1%
Entry for Cc1ccc2c(c1)c1c(n2CC(O)Cn2c(C)nc3ccccc32)C(=O)CCC1 (configuration not stated) → -8%, 18µM*, 9%

Carrying on:
SMILES | N370S GC mod | DT40 TDP1 no CPT | TDP1 block
O=C1CN(C(=O)c2ccc(S(=O)(=O)N3CCCCC3)cc2)C(c2ccc(F)cc2)c2cc(Br)ccc2N1 (configuration not stated) | . | 21µM* | 6%
CCCCNc1nc(Oc2ccc(=O)n(C)n2)nc(N2CCOCC2)n1 | . | -22% | -7%
COc1cc2c(cc1OC)n(CC(=O)c1ccc(F)cc1)c(=O)n1nc(CCn3nc(C)cc3C)nc21 | . | -17% | -3%
CC(C)(C)OC(=O)N1CCC(c2c(C(=O)N3CCN(c4ccccc4F)CC3)cnn2-c2ccccc2Cl)CC1 | . | 16µM* | 1%
COc1ccc(F)cc1C(=O)C1CCCN(Cc2cccn2-c2cccnc2)C1 (configuration not stated) | -27% | 21µM* | 2%
Cc1cccc(S(=O)(=O)c2cn(C)c3cc(N4CCN(c5ccc(F)cc5)CC4)c(F)cc3c2=O)c1 | . | -26% | -5%
O=C(NCc1cccc(Cl)c1)C1=CC=CN2CCS(=O)(=O)N=C12 | . | 27% | 2%
COc1ccc(-c2csc(-c3cccs3)n2)cc1OC | -6% | ? | -8%
CN(C)C(=O)N1CCC(C(=O)NCc2ccc3c(c2)OCO3)CC1 | 4% | -6% | 1%
CCOC(=O)C1CCCN(C(=O)Cn2ncc3c(C)n(Cc4ccc(F)cc4)c(C)c3c2=O)C1 (configuration not stated) | . | 16µM* | 5%
CCN1CCCC1Cn1cnc2c([nH]c3cccc(Cl)c32)c1=O (configuration not stated) | 2% | -8% | 3%
COc1ccc(NC(=O)c2cccc(S(=O)(=O)N3CCN(C)CC3)c2)c(OC)c1 | -5% | -19% | -13%
CCC1Sc2ccc(S(=O)(=O)CCC(=O)NCc3ccco3)cc2NC1=O (configuration not stated) | ? | ? | -4%
COc1c2c(nc3ccccc13)OC(C(C)(O)COC(C)=O)C2 (configuration not stated) | 9% | 8% | 5%
COC(=O)COc1ccccc1C(N)=O | 2% | 7% | -2%
CCCCn1c(N)c(N(CC(C)C)C(=O)C2CCN(S(=O)(=O)c3ccc(OCC)cc3)CC2)c(=O)[nH]c1=O | -9% | 1% | -5%
CC(CN1CCN(Cc2ccccc2)CC1)c1ccccc1 (configuration not stated) | -5% | -6% | .
C=CCn1c(NCCO)nc2c1c(=O)n(C)c(=O)n2C | -1% | ? | 1%
COc1ccc(-c2cc(=Nc3c(C)n(C)n(-c4ccccc4)c3=O)c3ccccc3o2)cc1 | 25% | 21µM* | -5%
CCOC(=O)N/N=C1/C[C@@H](O)[C@@H](O)[C@@H]2[C@H]3C(=O)N(c4ccc(F)cc4F)C(=O)[C@@H]3CC[C@@H]12 | 10%[12.8 µM] | . | 5%[21 µM]
C=C1/C=C(\C)C(C)(O)CC(O)CC(=O)C(O)C(O)C(C)CC(C)OC(=O)/C(C)=C/CC/C=C/C(OC)C(O)CC(C)C1 (configuration not stated) | . | ? | 1%
Cc1cccc(C)c1NC(=O)C1CCCN(S(=O)(=O)c2c(C)noc2/C=C/N(C)C)C1 (configuration not stated) | . | ? | 6%
Cc1ccc(CSCC(=O)Nc2cc(S(=O)(=O)N3CCOCC3)ccc2OC(C)C)cc1 | 7% | 23µM* | 1%
Cc1sc(NC(=O)c2ccco2)c(C(c2cccnc2)N2CCN(c3ccc(F)cc3)CC2)c1C (configuration not stated) | -13% | 5.8µM* | 9%
CCc1ccccc1NC(=O)c1ccc(-n2c(C)ccc2C)cc1 | 2% | ? | 0%
Cc1cc(Br)ccc1SCC(=O)OCC(=O)Nc1ncc(C(F)(F)F)cc1Cl | 10% | -3% | -6%
O=C(COC(=O)c1ccc(CNS(=O)(=O)c2ccc(F)c(Cl)c2)cc1)NCC1CCCCC1 | -6% | -7% | 3%
Cc1c(Cl)cccc1NC(=O)CSc1nccn1C | 9% | 19% | 4%
CC(C)CN(CCNC(=O)c1cc(-c2ccc(Cl)s2)nc2ccccc12)CC(C)C | . | -16% | 0%
CCc1nnc(NC(=O)CSc2nnc3c(n2)[nH]c2ccccc23)s1 | 9% | ? | -2%
NC(=O)c1ccc[n+]([C@@H]2OC(COP(=O)([O-])OP(=O)(O)OCC3OC(n4cnc5c(N)ncnc54)C(O)C3O)C(O)C2O)c1 (some centres not stated) | -11% | 0% | -5%[56.1 µM]
O=C1C(Cc2ccccc2)Nc2ncnc(N3CCOCC3)c2N1Cc1ccccc1 (configuration not stated) | . | -16%&-19% | 2%
O=C(Nc1ccc(OC(=O)c2ccco2)cc1)c1ccco1 | 0% | -18% | 2%
Cc1[nH]ccc(=O)c1OCc1c(F)cccc1Cl | 9% | -12% | 6%
COc1ccc(C2/C(=C(\O)c3ccc4c(c3)CC(C)O4)C(=O)C(=O)N2Cc2cccnc2)c(OC)c1 (configuration not stated) | -16% | 4% | 5%
CCOC(=O)CC(=O)CSc1nc2ccccc2c(=O)n1CCc1ccc(S(N)(=O)=O)cc1 | . | ? | 7%
Cc1ccc(OCc2nc3c4c(ncn3n2)-c2ccccc2CC42CCCC2)cc1 | 6% | ? | 5%
CN(C)C(=O)CSc1nnc(Cc2ccccc2)n1CC1CCCO1 (configuration not stated) | -2% | -18% | 0%
O=C(Nc1ccc(Cl)cc1Cl)c1cccc(N2C(=O)C=CC2=O)c1 | 3% | 0.58µM* | 0%
CC(C)OC(=O)c1cccnc1N1CCN(c2ccc(F)cc2)CC1 | 5% | ? | 3%
COc1ccc(-c2nc(SCC(=O)NC3CCCC3)c(-c3ccc(C)cc3)[nH]2)cc1OC | . | ? | 8%
CCOC(=O)COc1cc([N+](=O)[O-])cc2cccnc12 | 9% | -6% | 3%
O=C(CSc1ccc(-c2ccco2)nn1)NC1CCCC1 | -2% | 0% | 5%
COc1ccc(S(=O)(=O)Nc2cc(C)on2)cc1OC | 3% | -19% | -1%
Cn1c2ccccc2c(=O)c2c(=O)n(Cc3ccccc3)c(-c3ccc(F)cc3)nc21 | -3% | -23% | 1%
Cc1oc(-c2ccccc2Cl)nc1CS(=O)CC(=O)NCc1ccco1 (configuration not stated) | -16% | -1% | 3%
CCOCCCN(C(=O)Nc1ccc(CC)cc1)C1CCN(C(C)=O)CC1 | -3% | -6% | -2%
CCN(CC)S(=O)(=O)c1ccc(C(=O)Nc2nc3c(Cl)cc(Cl)cc3s2)cc1 | . | 16µM* | 3%
O=S(=O)(c1ccccc1)N1CCN(c2nnnn2-c2ccccc2)CC1 | 1% | -12% | -2%
CCOC(=O)Nc1cccc(OCC(=O)Nc2ccc(OC)cc2OC)c1 | 5%[2.35 µM] | 9.2µM* | 5%
O=C(Nc1ccc(N2CCN(C(=O)c3ccccc3F)CC2)cc1)c1cncc(Br)c1 | -6% | 18µM* | 6%
NC(=O)c1ccccc1Br | 0%&11% | -13% | 4%&8%
Cc1cc(C)cc(N(CCC(=O)Nc2nnc(C)s2)S(=O)(=O)c2ccc(Cl)cc2)c1 | 21% | 23µM* | 1%

Bioassay records deposited in PubChem BioAssay by National Center for Advancing Translational Sciences (NCATS).

This is a subset (hit frequency here may not be typical).
